HTRA1 inh: blocks human HTRA1 serine peptidase. Q92743. recombinant HTRA1, FP-rhodamine activity-based probe, fluorescence polarization. inhibition, % at 5.96 µM. 340,000 compounds, 0.5% hits. AID 504803; in the data active = inhibition above about 36%;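 also: 0% = enzyme with DMSO and 100% = wells lacking enzyme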
LEDGF integ inh: blocks HIV-1 LEDGF/p75-dependent DNA integration; inhibition, % at 3.7 µM; 370,000 compounds, 0.64% hits; TR-FRET IN-LEDGF/p75 DNA integration, Eu/Cy5;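 active = inhibition above the screen-wide mean plus 3 SD, cut at about 13% in these data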;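 also: signal is the Cy5 over europium emission ratio at 671 and 618 nm; 0% = plate median of compound wells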
TCR CD3 inh: human TCR-CD3 binding inhibition; TAMRA-labeled TCR probe fluorescence, biochemical; inhibition, % at 9.4 µM; 360,000 compounds, 0.37% hits; in the data active = inhibition above about 19%;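 also: recombinant mutant TCR 2C K166C tagged with TAMRA read by polarization; 0% = receptor in buffer alone and 100% = receptor with positive control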
PG9 binder: binds the HIV-1 gp120 antibody PG9; 360,000 compounds, 0.43% hits; inhibition, % at 6.7 µM; TR-FRET gp120-PG9 antibody binding; in the data active = inhibition above about 8.5%
SIAE inh: inhibitors of human sialic acid acetylesterase SIAE; SIAE FP-Rh probe binding, fluorescence polarization; inhibition, % at 9.66 µM; 370,000 compounds, 0.69% hits; AID 1053197;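 active = inhibition above a cutoff: mean of compounds within the control limits plus 3 SD of those, cut at about 17% in these data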;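 also: 0% = plate median of compound wells and 100% = probe without SIAE protein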
mABHD4 FP: ABHD4 (mouse) inhibition, primary FP screen; purified mABHD4, FP-Rh probe fluorescence polarization; inhibition, % at 8.92 µM; 370,000 compounds, 0.54% hits;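 active = inhibition exceeding the mean over every tested compound plus 3 SD, cut at about 30% in these data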;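 also: 0% = plate median of compound wells and 100% = S159A mutant with DMSO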
Target sequence (Q8VD66 whole entry, looked up): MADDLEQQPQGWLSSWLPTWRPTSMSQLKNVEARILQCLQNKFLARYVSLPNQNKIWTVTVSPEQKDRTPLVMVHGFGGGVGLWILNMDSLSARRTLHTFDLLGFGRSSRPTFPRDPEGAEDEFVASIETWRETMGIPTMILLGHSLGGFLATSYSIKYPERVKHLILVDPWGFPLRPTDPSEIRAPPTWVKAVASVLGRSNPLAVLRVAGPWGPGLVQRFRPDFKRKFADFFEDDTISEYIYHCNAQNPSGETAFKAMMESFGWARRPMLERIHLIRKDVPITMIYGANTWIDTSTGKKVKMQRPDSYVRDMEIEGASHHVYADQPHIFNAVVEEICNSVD
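Doses – 8.92 µM, single dose · Material – wild-type mouse ABHD4 protein · Replication – single well per compound (singlicate) · Measure – percent inhibition of probe binding, normalized to plate controls · Schedule – 45 min compound pre-incubation plus 60 min probe step, 25 °C · Detection – fluorescence polarization with parallel and perpendicular emission, 525/598 nm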
DDE Tn7 FP inh: inhibitors of Tn7 peptide binding to human fibrin DD(E). inhibition, % at 8.3 µM. P02675. 370,000 compounds, 0.13% hits. FP displacement of FITC-Tn7 peptide from fibrin DD(E); 0% = median of compound wells per plate. AID 720508;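 active = inhibition above the mean of compounds falling within the control limits plus 3 SD of them, cut at about 14% in these data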;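 also: 0% = plate median of compound wells and 100% = 10 µM Aha-Tn7 peptide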
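Assay system: human fibrin DD(E) protein / Input: 2 µM fibrin DD(E) / Benchmarks: high control of 10 µM Aha-Tn7 peptide / Measured by: fluorescence polarization of the labelled Tn7 tracer / Medium: Tris buffer with calcium and detergent, pH 7.8 / Timing: 10 min compound pre-incubation, 3 h probe incubation at room temperature / Repeats: one replicate per compound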
TDP2 absorb: TDP2 (human) inhibition, absorbance primary screen; recombinant TDP2, T5PNP hydrolysis, p-nitrophenol absorbance 415 nm; inhibition, % at 12.8 µM; 370,000 compounds, 0.34% hits; AID 720702;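 active = inhibition above the mean of all tested compounds plus 3 SD, set per campaign, cut at about 25% in these data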;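 also: 0% = DMSO with enzyme and 100% = buffer with substrate but no TDP2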
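Test system: human TDP2 enzyme; Input: 120 nM TDP2 per well; Buffer or medium: Mg2+-containing Tris-HCl buffer, pH 7.5; Reagent: 5 mM T5PNP; Dosing: 12.8 µM single point, 1% DMSO; Incubation: reaction 2 h, 37 °C; Detection: p-Nitrophenol epi absorbance; Read-out: % inhibition relative to enzyme-containing and enzyme-free wells; Replicates: single well per compound.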
UHRF1 binding: UHRF1 methyl-DNA binding inhibition | AID 687016 | 370,000 compounds, 0.75% hits | inhibition, % at 4.4 µM | UHRF1 binding to methylated oligo, TR-FRET; in the data active = inhibition above about 21%;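 also: UHRF1 SRA domain binding a hemimethylated CpG hairpin DNA probe; 0% = median of test compound wells and 100% = reference inhibitor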
PRMT1 FP inh: blocks human protein arginine methyltransferase 1 | recombinant PRMT1, activity-based probe fluorescence polarization | inhibition, % at 2.79 µM | 370,000 compounds, 1.3% hits | AID 652257;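 active = inhibition above about 21% made by adding two undisclosed values, limit read from the data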
Target sequence (Q99873 whole entry, looked up): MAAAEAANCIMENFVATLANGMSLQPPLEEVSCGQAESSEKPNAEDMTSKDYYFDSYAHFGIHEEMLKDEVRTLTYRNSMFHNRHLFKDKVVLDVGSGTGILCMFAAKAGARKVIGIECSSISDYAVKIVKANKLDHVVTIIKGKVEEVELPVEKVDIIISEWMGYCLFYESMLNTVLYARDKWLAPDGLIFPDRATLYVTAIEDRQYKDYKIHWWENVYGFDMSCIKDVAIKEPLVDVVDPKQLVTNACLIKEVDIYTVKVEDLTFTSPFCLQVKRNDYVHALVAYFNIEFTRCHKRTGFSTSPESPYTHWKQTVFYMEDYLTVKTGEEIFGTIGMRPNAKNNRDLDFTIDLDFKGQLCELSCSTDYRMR
Active calls of the source: *; / = no result given.

| SMILES | HTRA1 inh | LEDGF integ inh | TCR CD3 inh | PG9 binder | SIAE inh | mABHD4 FP | DDE Tn7 FP inh | TDP2 absorb | UHRF1 binding | PRMT1 FP inh |
| --- | --- | --- | --- | --- | --- | --- | --- | --- | --- | --- |
| Cc1ccc(-c2nc3c(C)cc(Br)cn3c2Cc2ccccc2C(F)(F)F)cc1 | / | -1 | 2 | 0.3 | -3 | 3 | 3 | -3 | 0 | 1 |
| Cc1onc(-c2c(F)cccc2Cl)c1C(=O)OCc1nnc(-c2ccccc2)o1 | 9 | -2 | 1 | -0.1 | -6 | -6 | 5 | 8 | 0 | 3 |
| O=C(Cc1ccc(Cl)cc1)Nc1cccc(S(=O)(=O)N2CCCCC2)c1 | -46 | -2 | 3 | 0.1 | -20 | -23 | 6 | -11 | -1 | 6 |
| COCc1cc(C)nc(N/N=C/c2ccc(Cl)c(Cl)c2)c1C#N | -2 | 2 | 4 | -3.3 | 8 | -8 | 0 | -6 | -2 | -1 |
| CN(C)c1ccc(/C=N/n2c(C3CCCCC3)n[nH]c2=S)cc1 | -6 | 0 | -1 | 2.0 | 7 | 3 | -5 | 4 | -1 | 5 |
| CC(C)CN(C(=O)COc1cccc(-n2cnnn2)c1)C1CCS(=O)(=O)C1 (stereo not given) | 2 | 2 | 9 | -1.6 | 5 | 0 | 1 | 3 | 0 | -1 |
| CC1=CC(=O)C(C(C)=Nc2ccccc2Cl)C(=O)O1 (stereo not given) | 7 | 1 | -3 | -0.2 | 1 | -2 | 1 | 11 | -2 | 1 |
| CCCCCC(=O)c1c(C)[nH]c(C(=O)OCC)c1C | -14 | 2 | 6 | -0.4 | 1 | -5 | -8 | 0 | -1 | 0 |
| O=C(CC(c1ccccc1O)N1CCCCC1)N1CCCCC1 (stereo not given) | 1 | -2 | 0 | -0.8 | 5 | 1 | 3 | 10 | 3 | 2 |
| O=C1Nc2ccc(F)cc2C12Nc1ccccc1-c1nnc(SCc3ccccc3)nc1O2 (stereo not given) | -7 | -4 | 3 | -2.2 | -1 | -6 | -3 | -1 | -13 | 0 |
| COc1ccccc1CN1CC(C(=O)N(C)CCc2nc3ccc(F)cc3[nH]2)CCC1=O (stereo not given) | 0 | 0 | 2 | 0.2 | 6 | -6 | -5 | 9 | -1 | -2 |
| CCN(CCCNC(=O)C1CCC(=O)N1C1CCCC1)c1cccc(C)c1 (stereo not given) | -4 | -2 | 2 | 0.1 | 0 | -1 | -3 | 4 | 8 | -1 |
| O=S(=O)(/N=C(/Nc1ccccc1)C(F)(F)F)c1ccccc1 | 5 | 4 | 1 | 0.5 | 0 | -9 | 3 | -4 | 4 | -2 |
| CN(C(=O)c1cccc(NC(=O)Cc2ccc(NC(=O)C3CCN(C(=O)C4CCCCC4)CC3)cc2)c1)C1CCC1 | -2 | 1 | 1 | 0.0 | -2 | 3 | -6 | 6 | 1 | -3 |
| Cc1cc(-c2ccc(Cl)cc2Cl)c(C#N)c(=O)[nH]1 | -2 | -5 | 4 | 0.0 | -3 | 1 | 6 | 13 | 5 | 4 |
| O=C(Nc1cc(S(=O)(=O)N2CCCC2)ccc1OCC(F)(F)F)c1ccccc1F | 9 | -1 | -1 | 0.6 | 0 | 2 | -8 | 3 | 3 | -3 |
| CCOC(=O)C1=C(C)OC2(O)c3ccccc3C(=O)C12O (stereo not given) | / | 12 | -1 | 0.3 | -10 | -17 | -1 | 70* | 5 | -1 |
| COc1ccc(N2C(=O)C3CCCN3C2=O)cc1 (stereo not given) | 6 | -4 | 1 | 0.1 | -5 | 2 | 0 | -3 | 1 | 0 |
| COc1cc2c(cc1NC(=O)COC(=O)c1ccc(C(C)(C)C)cc1)oc1ccccc12 | -3 | -1 | -1 | -1.4 | -1 | 4 | 5 | 4 | 3 | 2 |
| O=C(CN1CCOc2ccccc21)N1CCC(Cc2ccccc2)CC1 | 10 | -2 | -1 | 0.2 | 1 | 3 | -4 | -7 | -2 | 5 |

Additional compounds follow:
Results follow in this order: HTRA1 inh	LEDGF integ inh	TCR CD3 inh	PG9 binder	SIAE inh	mABHD4 FP	DDE Tn7 FP inh	TDP2 absorb	UHRF1 binding	PRMT1 FP inh
O=C(NCCS(=O)(=O)NCc1cccs1)c1ccccc1
  5	4	4	-0.6	-5	-4	-6	-4	0	-2
Clc1ccc2oc(-c3cccnc3NCc3ccccc3)nc2c1
  -1	-3	7	-0.6	2	-4	2	-7	0	1
CCOC(=O)C1CCCCN1C(=O)[C@@H]1CC=C[C@@H]2CCN(c3ccccc3)C(=O)[C@@H]21 (stereo not given in full)
  /	-2	/	/	4	0	2	-6	-2	-1
Cc1c(OC(C)C(=O)NCCCN2CCOCC2)ccc2c3c(c(=O)oc12)CCC3 (stereo not given)
  -4	-3	-1	0.5	11	1	2	-4	-1	-3
CC(C)C[C@H](NC(=O)c1nc[nH]c1C(=O)NC1CCN(C(=O)OC(C)(C)C)CC1)C(=O)OCc1ccccc1
  -14	1	0	-1.6	-14	-29	-12	-23	0	1
COc1cccc(-c2cc3nc(C)c(C)c(N4CCN(Cc5ccco5)CC4)n3n2)c1
  /	4	/	/	-7	-2	-8	-4	0	0
Cc1ccccc1NC(=O)CN1C(=O)COc2ccc(Cl)cc21
  0	3	5	0.8	-6	-1	2	-2	-1	-7
COc1cc2cc(Oc3ccc4ccc(=O)oc4c3)c(=O)oc2cc1O[C@@H]1O[C@H](CO)[C@@H](O)[C@H](O)[C@H]1O
  -13	0	4	-0.6	-1	14	-4	-6	7	5
Cc1ccc(S(=O)(=O)CCC(=O)Nc2cc(C)on2)cc1
  9	-1	-8	1.2	-1	0	0	-5	1	5
COc1ccc(C2c3[nH]c4ccccc4c3C[C@H]3C(=O)N(c4ccccc4C(=O)NCCN4CCOCC4)C(=O)N23)cc1 (stereo not given in full)
  -15	-2	5	1.1	5	9	0	0	-1	6

(list continues)
Results follow in this order: HTRA1 inh	LEDGF integ inh	TCR CD3 inh	PG9 binder	SIAE inh	mABHD4 FP	DDE Tn7 FP inh	TDP2 absorb	UHRF1 binding	PRMT1 FP inh
COC(=O)c1ccccc1NC(=S)N1CCC(N2CCCCC2)CC1
  -4	-2	0	1.7	-4	6	-2	-6	5	2
CCC(OC(=O)c1nsc(Cl)c1Cl)C(=O)NCC1CCCO1 (stereo not given)
  0	-1	3	-1.0	-6	-5	3	-5	3	2
CCOc1ccc(CSC(=N)N)cc1[N+](=O)[O-]
  -1	0	-2	0.2	3	4	4	-4	0	1
C/C(=N\NC(=O)c1ccccc1)c1ccc(N2CCCCC2)cc1
  3	0	-1	-1.5	0	5	2	-4	0	0
COc1ccc(-n2c(COc3cccc4ccccc34)nnc2SCC(=O)NCc2ccco2)cc1
  -49	-1	2	-1.5	-10	-13	7	9	-1	0
COc1ccc2c(c1)C(=O)N(c1ccc(C)cc1)C(=O)C2
  -13	-3	4	-1.5	1	1	4	-1	-2	-2
CC(=O)OC/C=C(\C)CCC=C(C)C
  1	2	-5	-0.6	-2	-3	-1	0	-2	3
Cc1c(NS(=O)(=O)c2ccc(Br)s2)c(=O)n(-c2ccccc2)n1C
  -1	0	3	-0.2	12	-3	-1	9	0	-2
O=C(NC1CCS(=O)(=O)C1)c1ccc(S(=O)(=O)N2CCCCC2)cc1 (stereo not given)
  5	-1	-1	-0.6	-2	9	1	-7	2	4
Cc1cc(CNC(=O)CC2C(=O)NCCN2Cc2ccccc2C(F)(F)F)nn1C (stereo not given)
  3	-3	-7	1.6	4	3	2	-1	2	0

(cont.)
Results follow in this order: HTRA1 inh	LEDGF integ inh	TCR CD3 inh	PG9 binder	SIAE inh	mABHD4 FP	DDE Tn7 FP inh	TDP2 absorb	UHRF1 binding	PRMT1 FP inh
CCCn1cc(NC(=O)c2cc(-c3ccccc3)on2)cn1
  -6	-2	5	-1.4	-5	-5	-2	-1	-3	-1
CC1Nc2ncnc(N3CCOCC3)c2N(Cc2ccccc2)C1=O (stereo not given)
  -4	-3	-6	-0.7	-3	-4	1	1	-4	2
COc1cccc2c(=O)c3c(cnn3C)n(C)c12
  3	-3	0	0.1	5	-3	6	-1	-9	-1
c1cc(-c2ccc(N3CCOCC3)cc2)n2ccnc2c1
  /	6	-6	0.5	0	-2	3	6	-1	4
O=C(NC1CCCCC1)c1ccc([N+](=O)[O-])cc1
  7	0	6	-2.1	5	3	-2	2	6	0
O=C1C2CCCN2C(c2cccs2)N1c1ccc(Cl)cc1 (stereo not given)
  -13	-2	6	-1.9	-4	-1	-1	4	-4	-3
COc1ccc(-c2csc(NC(=O)C3CC(=O)N(c4ccc5c(c4)OCCO5)C3)n2)cc1 (stereo not given)
  -29	2	3	-0.8	-1	-16	-5	-3	0	2
CC(C)CC(=O)N/C(N)=N/c1nc2ccccc2o1
  -4	2	-9	0.6	0	8	1	9	-3	-1
CC(C)CNC(=O)CN(c1cccc(Cl)c1)S(C)(=O)=O
  0	2	0	-1.8	-3	0	0	-3	7	-3
CC(=O)c1cccc(NC(=O)CCCOc2ccc(C)cc2)c1
  -8	0	8	0.4	2	1	4	-5	-2	1
Cc1cc(=O)[nH]c(SCC(=O)NCCc2ccccc2)n1
  2	-1	1	2.1	-2	14	-2	7	-1	4
CCC(C)/C(C)=N/NC(=O)CSc1nc2ccccc2[nH]1 (stereo not given)
  -6	4	6	-0.5	2	12	0	-11	-4	3
